# Cardiac RTF inh = cardiac RTF calcium desensitization; inhibition, % at 7.15 µM; IANBD-labeled cardiac RTF, Ca2+ fluorescence; AID 493244; hit rate 0.12% among 340,000; P19429+P45379;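 active = inhibition above the mean inhibition of all tested compounds plus 3 SD, cut at about 17% in these data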;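 note: assay run at fixed EC70 calcium of 1.6 mM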
# NSD2 inh = blocks human histone methyltransferase NSD2 | hit rate 0.54% among 310,000 | NSD2 peptide methylation, AlphaScreen, 120 min | O96028 | inhibition, % at 12.5 µM; in the data active = inhibition above about 50%
# PvdQ acylase = blocks Pseudomonas aeruginosa PvdQ acylase activity | purified PvdQ acylase, fluorescence plate reader | inhibition, % at 10 µM | hit rate 0.063% among 340,000; in the data active = inhibition above about 30%, passing the limit was not always enough; inconclusive = no clear call, values can overlap the other calls;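 note: 0% = vehicle neutral wells and 100% = reference inhibitor wells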
# PKA-R2B act = activators of human PKA-R2B complex | P22694+P31323 | PKA-R2B holoenzyme dissociation, Cy5-IP20 fluorescence polarization; R2B truncated from residue 108, S112A mutant; 0% DMSO only, 100% 113 µM cGMP | activation, % at 11.4 µM | hit rate 0.079% among 340,000 | AID 504700;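 active = activation above a cutoff set at the mean over all compounds plus 3 SD, cut at about 18% in these data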;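 note: higher means more holoenzyme dissociation and a rise in polarization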
# Target sequence (P31323 whole entry, looked up, other chains not shown, the tested form may be a part): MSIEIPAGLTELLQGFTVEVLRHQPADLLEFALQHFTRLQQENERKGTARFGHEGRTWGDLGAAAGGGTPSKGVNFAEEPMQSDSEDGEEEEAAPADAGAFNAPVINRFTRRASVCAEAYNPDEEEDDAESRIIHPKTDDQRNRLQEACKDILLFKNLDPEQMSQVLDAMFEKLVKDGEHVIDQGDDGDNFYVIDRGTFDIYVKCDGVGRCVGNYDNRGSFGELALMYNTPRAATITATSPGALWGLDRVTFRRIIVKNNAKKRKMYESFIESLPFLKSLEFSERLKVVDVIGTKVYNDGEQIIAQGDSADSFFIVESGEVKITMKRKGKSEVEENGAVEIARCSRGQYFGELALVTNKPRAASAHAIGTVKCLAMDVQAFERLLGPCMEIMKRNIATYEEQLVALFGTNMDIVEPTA
# LANA DNA inh = blocks KSHV LANA C-terminal domain binding to DNA; hit rate 0.078% among 340,000; inhibition, % at 9 µM; MBP-C-LANA/FAM-LBS DNA binding, fluorescence polarization; AID 504423;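 active = highest replicate inhibition at or above 60% at 9 µM, even if other replicates fall short; inactive = all replicates below 60% inhibition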;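 note: 0% = neutral control wells and 100% = 4 µM acridine orange control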
# Keap1 Nrf2 FP = disrupts human Keap1 binding to Nrf2 peptide; Keap1 Kelch-Nrf2 peptide fluorescence polarization, 1536-well; hit rate 0.15% among 340,000; inhibition, % at 9.4 µM; in the data active = inhibition above about 12%; inconclusive = no clear call, values can overlap the other calls; inactive = below about 7.3%;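 note: human Keap1 Kelch domain with fluorescein labeled Nrf2 9mer peptide probe; 0% = neutral control wells and 100% = peptide positive control; higher means more block of Keap1 binding to Nrf2 peptide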
# Target sequence (Q14145 whole entry, looked up, the tested form may be a part): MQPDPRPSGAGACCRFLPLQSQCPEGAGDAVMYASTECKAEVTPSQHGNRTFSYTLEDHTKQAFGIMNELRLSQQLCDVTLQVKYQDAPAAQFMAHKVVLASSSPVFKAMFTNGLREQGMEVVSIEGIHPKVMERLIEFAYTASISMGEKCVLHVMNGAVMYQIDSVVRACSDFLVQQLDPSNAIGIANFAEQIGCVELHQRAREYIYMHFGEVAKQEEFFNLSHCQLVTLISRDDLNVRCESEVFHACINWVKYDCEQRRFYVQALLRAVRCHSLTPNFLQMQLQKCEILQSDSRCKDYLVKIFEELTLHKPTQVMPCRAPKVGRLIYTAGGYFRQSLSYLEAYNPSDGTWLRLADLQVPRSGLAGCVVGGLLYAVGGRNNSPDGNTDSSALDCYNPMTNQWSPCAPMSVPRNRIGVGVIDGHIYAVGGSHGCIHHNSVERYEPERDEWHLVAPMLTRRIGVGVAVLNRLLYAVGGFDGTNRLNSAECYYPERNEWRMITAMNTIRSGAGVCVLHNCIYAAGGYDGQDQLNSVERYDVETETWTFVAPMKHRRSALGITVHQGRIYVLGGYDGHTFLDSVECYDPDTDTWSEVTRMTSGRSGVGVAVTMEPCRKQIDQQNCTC
# Arrestin-AP2 inh = inhibitors of human beta-arrestin and AP2 interaction | FITC-arrestin peptide / GST-AP2 beads, flow cytometry; AP2 beta2 appendage carries R879A mutation | inhibition, % at 10 µM | hit rate 0.31% among 340,000 | AID 504490;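 active = inhibition above a set limit, near 3 SD of compounds lacking own fluorescence, cut at about 54% in these data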;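 note: plate controls were DMSO wells for no effect and 5 µM unlabelled arrestin peptide for full effect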
#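 Assay system: GST-AP2 R879A bound to glutathione beads, E. coli-expressed; Medium: PBS with 0.05% Tween 20 and 0.1% BSA; Also added: fluorescein-tagged arrestin peptide at 50 nM final; Timing: 12 min plus 1 h, RT; Measured by: flow cytometry, FL1 (488/535 nm); Evaluation: percent drop in bead-associated FITC signal.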
# SR-BI HDL uptake = inhibitors of mouse SR-BI mediated HDL lipid uptake. ldlA[mSR-BI] CHO cells, DiI-HDL uptake fluorescence, 3 h. Q61009. hit rate 0.96% among 320,000. inhibition, % at 12.5 µM;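 active = mean replicate inhibition of at least 70% and a set share of replicates each scoring 70 or more; inconclusive = meets just one of the two criteria; inactive = fails both criteria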;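 note: 0% = median of neutral control wells and 100% = median of positive control wells; values of inactives mirror those of a sister screen read the other way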
# DAGLB inh = diacylglycerol lipase beta (human) inhibition | HEK293T DAGLB membrane lysate, EnzChek fluorogenic substrate | hit rate 0.059% among 340,000 | Q8NCG7 | AID 504411 | inhibition, % at 5.17 µM; in the data active = inhibition above about 34%;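 note: 0% = enzyme with vehicle and 100% = wells lacking enzyme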
# SR-BI uptake up = activators of SR-BI mediated HDL lipid uptake | CHO ldlA[mSR-BI] cells, DiI-HDL uptake fluorescence, 3 h; 100 = double the neutral-control signal | activation, % at 12.5 µM | hit rate 0.096% among 320,000 | AID 504775;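 active = mean replicate activation of at least 60% and every replicate at or above 60%; inconclusive = mean or all-replicate condition met, but not both; inactive = mean below 60% and not all replicates reaching 60%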;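 note: 0% = median plate neutral-control signal and 100% = twice that signal; values of inactives mirror those of a sister screen read the other way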
#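 Assay system: LDL receptor-deficient CHO ldlA cells overexpressing murine SR-BI / Medium: BSA-supplemented, HEPES-buffered Ham's F12, pH 7.4 / Probe or stimulus: DiI-labelled HDL at 10 µg/mL final / Timing: compound with DiI-HDL co-incubation, 3 h at 37 °C / Technique: bottom-read cell fluorescence after medium removal, ex 550/em 595 nm / Measure: HDL uptake via cellular fluorescence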
# * hit, by the source's call; ? = inconclusive; . = not tested or not shown. This is a random part of the collection, and some 2.1% of all compounds hit somewhere here.
compound	Cardiac RTF inh	NSD2 inh	PvdQ acylase	PKA-R2B act	LANA DNA inh	Keap1 Nrf2 FP	Arrestin-AP2 inh	SR-BI HDL uptake	DAGLB inh	SR-BI uptake up
COc1cccc(C2=NOC(C(=O)Nc3ccc(C(C)=O)cc3)C2)c1 (configuration not stated)	1	0	12	-2	-0.6	-2	16	-11	2	11
O=C1CN(C(=O)COC(=O)c2ccc([N+](=O)[O-])s2)c2ccccc2N1	-5	60*	-19	-15	-1.8	-3	-9	11	3	-11
COC(=O)c1ccc(NC(=O)CSc2nnc(C3CC3)n2C)cc1	-9	0	-6	4	-1.1	-4	4	-263	-3	?
CCCNC(=O)NC(=O)CSc1nc(C)cs1	-10	-3	-6	10	-0.1	-1	10	-13	0	13
O=C(c1ccc2c(c1)C(=O)N(CCCO)C2=O)c1ccc2c(c1)C(=O)N(CCCO)C2=O	1	.	2	-11	0.5	2	9	-19	-8	19
CCOc1ccc(NC(=O)CCn2nc(C)c(S(=O)(=O)N3CCCCC3)c2C)cc1	0	-4	-19	-1	0.7	2	6	33	1	-33
Cc1cc(C)n2c(SCC(=O)Nc3c(C)n(C)n(-c4ccccc4)c3=O)nnc2n1	-10	3	-10	-9	-1.1	-3	-6	-5	-3	5
O=[N+]([O-])c1ccccc1CNC(Cc1ccccc1)c1ccccc1 (configuration not stated)	-12	-1	-10	-9	1.4	-4	1	8	-11	-8
Cc1ccccc1Nc1nc(N)nc(CSCC(=O)Nc2cccc(Br)c2)n1	-3	-1	-5	2	-0.6	-7	.	-7	2	7
COc1ccc(/C=C(\NC(=O)c2ccc(C)cc2)C(=O)NCCCn2ccnc2)cc1	9	1	-14	-8	0.9	-7	-3	-8	1	8
CCC(C)(C)NC(=O)C(c1ccc(F)cc1)N(Cc1ccccc1)C(=O)c1cnccn1 (configuration not stated)	.	-1	3	.	0.8	3	3	-29	.	29
NNC(=O)[C@H](Cc1ccccc1)NC(=O)Nc1ccc2c(c1)OCCO2	-7	-1	-15	-8	-1.0	-1	8	-4	0	4
Cc1cc(Nc2nnnn2-c2ccccc2)n(-c2ccc(Cl)cc2)n1	0	1	10	0	-1.4	-5	2	15	6	-15
O=C(CSCC(=O)Nc1nccs1)Nc1ccccc1	-2	-4	-8	-2	-1.6	-5	-2	-21	-1	21
N#CCC(=O)Nc1ncn(Cc2ccccc2Cl)n1	-3	0	8	-2	-0.1	-2	20	-20	0	20
COc1ccc(C(=O)NNC(=O)CSc2nnnn2C)cc1	-5	-2	5	-2	-1.4	0	40	-13	1	13
CCNC(=S)N1CCc2cc(OC)c(OC)cc2C1COc1ccc(F)cc1 (configuration not stated)	-4	3	-19	14	0.6	-6	15	29	-2	-29
CCN(CC)c1ccc(C(=O)OCC(=O)N(C(C)C)C(C)C)cc1	-8	6	-10	1	-0.5	-4	5	12	-1	-12
Cc1ccc(CNc2nc(-c3cccs3)nc3ccccc23)cc1	-17	-5	-20	-10	1.4	-7	1	33	-3	-33
COC(=O)c1c(N)c2ccccc2[nH]c1=O	0	5	-3	-5	0.5	2	-7	-38	0	38
Cc1cccc2cc(CN(Cc3nnnn3C3CCCC3)C3CCCCC3)c(=O)[nH]c12	2	-4	7	-6	0.4	0	4	14	0	-14
Nc1ncnc2c1ncn2[C@@H]1O[C@H](CNCc2c(OCc3ccccc3F)ccc3ccccc23)[C@@H](O)[C@H]1O	-6	.	0	4	-2.1	-2	29	7	-3	-7
Cc1cc(NC(=O)CN2C(=O)NC3(CCCCCC3)C2=O)no1	-1	-4	11	-9	-0.2	0	32	-6	1	6
CCOC(=O)C1CCCN(C(=O)c2ccc(NC(=O)CC3SC(N4CCCC4)=NC3=O)cc2)C1 (configuration not stated)	-19	-2	-7	-9	-1.3	-1	-3	-16	3	16
N#CCCN1C(=O)C2(OCCO2)c2ccccc21	-1	-1	-11	-2	0.0	-3	-3	-34	-2	34
CN(C)S(=O)(=O)c1ccc(C(=O)N2CCN(C(=O)C3CCCO3)CC2)cc1 (configuration not stated)	-9	-3	-13	1	-0.6	-4	-3	-3	-2	3
O=C(N/N=C/c1cccnc1)c1ccccc1NS(=O)(=O)c1cccs1	-1	-1	-6	0	1.3	5	27	1	3	-1
CCCN(CCC)CCNC(=O)CN1C(=O)COc2ccc(S(=O)(=O)N3CCOCC3)cc21	-9	4	2	5	1.2	-3	4	-2	2	2
C=CCc1ccccc1Oc1cc(OC)nc(N)n1	-6	6	-8	0	2.6	-3	1	-19	-1	19
COCCn1c(N)c(N(Cc2ccccc2)C(=O)CSCC(=O)Nc2ccc(C)cc2)c(=O)[nH]c1=O	-7	0	-5	-14	1.6	-3	32	-9	4	9

# Reformatted: two of the compounds above
Molecule: Cc1cc(NC(=O)CN2C(=O)NC3(CCCCCC3)C2=O)no1
  Cardiac RTF inh = -1 | NSD2 inh = -4 | PvdQ acylase = 11 | PKA-R2B act = -9 | LANA DNA inh = -0.2 | Keap1 Nrf2 FP = 0 | Arrestin-AP2 inh = 32 | SR-BI HDL uptake = -6 | DAGLB inh = 1 | SR-BI uptake up = 6
Molecule: CCOc1ccc(NC(=O)CCn2nc(C)c(S(=O)(=O)N3CCCCC3)c2C)cc1
  Cardiac RTF inh = 0 | NSD2 inh = -4 | PvdQ acylase = -19 | PKA-R2B act = -1 | LANA DNA inh = 0.7 | Keap1 Nrf2 FP = 2 | Arrestin-AP2 inh = 6 | SR-BI HDL uptake = 33 | DAGLB inh = 1 | SR-BI uptake up = -33

# Entries from the list above containing fluorine, in the order listed:
compound	Cardiac RTF inh	NSD2 inh	PvdQ acylase	PKA-R2B act	LANA DNA inh	Keap1 Nrf2 FP	Arrestin-AP2 inh	SR-BI HDL uptake	DAGLB inh	SR-BI uptake up
CCC(C)(C)NC(=O)C(c1ccc(F)cc1)N(Cc1ccccc1)C(=O)c1cnccn1 (configuration not stated)	.	-1	3	.	0.8	3	3	-29	.	29
CCNC(=S)N1CCc2cc(OC)c(OC)cc2C1COc1ccc(F)cc1 (configuration not stated)	-4	3	-19	14	0.6	-6	15	29	-2	-29
Nc1ncnc2c1ncn2[C@@H]1O[C@H](CNCc2c(OCc3ccccc3F)ccc3ccccc23)[C@@H](O)[C@H]1O	-6	.	0	4	-2.1	-2	29	7	-3	-7

# Next part:
compound	Cardiac RTF inh	NSD2 inh	PvdQ acylase	PKA-R2B act	LANA DNA inh	Keap1 Nrf2 FP	Arrestin-AP2 inh	SR-BI HDL uptake	DAGLB inh	SR-BI uptake up
Cc1ccc2c(C)c(C(=O)N(C)Cc3nccn3C)oc2c1C	-5	0	-2	-3	-0.9	0	4	18	0	-18
CCOC(=O)C(=CNc1ccc(Oc2cccnc2)nc1)C(=O)OCC	2	-2	9	-1	0.8	0	43	3	-1	-3
Cc1ccc(CNC(=O)CSc2nc(C)cs2)cc1	4	-15	-11	-8	0.6	-7	6	-2	-1	2
COc1ccc(OC)c(NC(=O)COC(=O)/C=C/c2c(C)nn(C3CCS(=O)(=O)C3)c2Cl)c1 (configuration not stated)	-6	0	-6	4	1.1	-1	-4	7	-2	-7
Cc1cccc(C(=O)NCc2nnc(SCC(=O)NC3=NCCS3)n2C)c1	-24	6	-18	-17	0.8	-2	1	.	-1	.
CN(C(=O)COC(=O)c1cc(S(=O)(=O)N2CCOCC2)ccc1Cl)C1CCS(=O)(=O)C1 (configuration not stated)	5	-3	-3	-7	0.8	-2	-10	17	-2	-17
CCc1ccc(OCC(=O)NNC(=O)c2cnccn2)c(Br)c1	-3	-2	-9	1	-0.3	-1	18	-4	7	4
COc1ccc(CCC(=O)OCC(=O)Nc2sccc2C(N)=O)cc1OC	-7	0	-8	-11	-0.6	-2	-2	21	0	-21
Cc1ccc(-c2cc(C(F)(F)F)n3ncc(C(=O)NCc4ccco4)c3n2)cc1	-5	-1	0	-8	0.1	3	-7	9	-1	-9
COc1ccc(S(=O)(=O)N2CCOC2CNC(=O)C(=O)NCCCc2ccccc2)cc1 (configuration not stated)	-8	-2	-7	8	1.8	-7	-7	4	1	-4
CCC(C)[C@H](NC(=O)NCc1ccc(F)cc1)C(=O)O (some centres not stated)	3	1	-22	-1	0.1	-3	4	-21	-1	21
CC(C)c1nnc(NC(=O)CSc2nnc(NC(=O)c3c(F)cccc3F)s2)s1	-3	3	-6	-5	1.1	3	1	-47	7	47
Cc1c(C(=O)O)oc2ccc(S(=O)(=O)N3CCCC3)cc12	-3	8	-3	-10	-0.9	1	-9	-18	0	.
CC1CCN(S(=O)(=O)c2ccc(S(=O)(=O)NCc3cccnc3)cc2)CC1	-7	-6	-8	5	1.1	2	-24	11	-2	-11
COc1ccc(-c2noc(CCCC(=O)NC3CCCCC3)n2)cc1OC	-12	0	-1	-3	-0.5	-2	25	.	0	.
O=C(O)C(Cc1ccccc1)N=Cc1c(O)c2ccccc2oc1=O (configuration not stated)	-11	1	0	-2	3.2	3	12	-10	3	10
CC[C@H](C)[C@H](NC(N)=O)C(=O)Nc1ccc2c(c1)OCO2	-1	4	-2	0	0.8	-8	-15	-15	3	15
Cc1ccc(Nc2ncnc(N)n2)cc1	17	-3	10	-14	1.0	-2	0	7	0	-7
O=C(CNC(=O)/C(=C\c1ccc(F)cc1)NC(=O)c1ccccc1)OCc1ccccc1	-7	1	-8	0	-0.4	-8	-1	-11	2	11
COc1ccc(NS(=O)(=O)c2cc(NC(=O)Cc3c(F)cccc3Cl)ccc2OC)cc1	-1	-1	-9	-2	0.2	-1	-11	48	0	-48
NS(=O)(=O)c1ccc(CNC(=O)c2cc(=O)[nH]c3ccccc23)cc1	1	-2	-7	5	-1.1	-1	18	.	2	.
O=C(COC(=O)c1c(F)cccc1Cl)NCC1CCCCC1	12	-2	-8	3	-1.4	-5	9	-5	-8	5
O=C(NCc1ccccc1)C1CCN(C(=O)Cc2ccccc2)CC1	-1	-5	-7	-10	1.8	-2	7	-16	3	16
CN(CCC#N)C(=O)c1cc2c(s1)-c1ccccc1SC2	-11	2	-7	1	0.2	-10	-13	23	-1	-23
COc1ccccc1CNC(=O)C1CCCN(S(=O)(=O)c2cccc3cccnc23)C1 (configuration not stated)	-10	.	6	3	0.9	-3	22	16	1	-16

# Screening results (PubChem)
